Screening data deposited in PubChem by Small Molecule Screening Facility, UW Madison.
SSB-PriA inh = inhibitors of Klebsiella pneumoniae PriA binding to SSB C-terminal tail; AID 1272365; AlphaScreen SSBct-PriA binding, biotinylated peptide; inhibition, % at 33 µM; 430,000 tested, 0.6% active; in the data active = inhibition mostly above about 37%, no sharp cut-off; inactive = mostly below about 20%;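 also: plate controls were negative control peptide for no effect and reference peptide for full effect; strong numbers were not always called active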
The depositor's hits bear a star; & = joins results of further samples. These rows are one share of the data. The share of hits here may be higher or lower than overall.

COc1ccc(NC(=O)CSc2oc(-c3ccco3)nc2S(=O)(=O)c2ccc(F)cc2)c(OC)c1 was read as SSB-PriA inh -14.
O=C(c1cccc(Cl)c1)N1CCC(c2cccs2)CC1 was read as SSB-PriA inh -14.
Cc1nc2ccc(NC(=O)COc3ccc(Cl)cc3)cc2s1 was read as SSB-PriA inh -17&-5.
Screening Cc1ncn(CC(=O)Nc2ccccc2-c2cn3cccc(C)c3n2)c(=O)c1C returned SSB-PriA inh -13.
`Cc1ccc(CNC(=O)CSc2nccn3nc(-c4cccc5ccccc45)cc23)cc1` gave SSB-PriA inh 0.
For O=C(Cc1cccs1)NCCS(=O)(=O)N1CCN(CCc2ccccc2)CC1 the results were SSB-PriA inh 4.
For C=CCNC(=O)Cn1c(CO)cnc1SCC(=O)Nc1ccc(F)cc1F the results were SSB-PriA inh -22&-7.
`CCOC(=O)CNC(=O)C1CCN(c2nc3c(-c4cccc(C)c4)csc3c(=O)[nH]2)CC1` gave SSB-PriA inh -6.
Screening O=C(Nc1ccc(S(=O)(=O)N2CCOCC2)cc1)c1ccc(Br)s1 returned SSB-PriA inh 0.
Screening CCCOc1ccccc1NC(=NS(=O)(=O)c1ccc(C)cc1)Nc1nc(C)cc(C)n1 returned SSB-PriA inh 4.
`CSc1ccc(CNC(=O)C2CCN(S(=O)(=O)N3CCCC3)CC2)cc1` gave SSB-PriA inh 5.
`COC(=O)c1c(NC(=O)CCN2CCN(C)CC2)sc2c1CCC2` gave SSB-PriA inh 2.
Screening Cc1cc(C)c(C#N)c(SCc2ccc(Cl)cc2)n1 returned SSB-PriA inh 2.
`CCC(=NNC(=O)c1ccc2c(c1)OCO2)c1ccccc1O` gave SSB-PriA inh -15.
Cn1nc(CNC(=O)COc2cccc3c2OC(C)(C)C3)c2c1CCOC2 was read as SSB-PriA inh -10.
`Cn1cccc(C(=O)OC2CN(c3nc4c(Cl)cccc4s3)C2)c1=O` gave SSB-PriA inh -2.
For O=c1cc(-c2ccccn2)nc(SCc2nc(-c3ccccc3Cl)no2)[nH]1 the results were SSB-PriA inh -6.
For COCCN(Cc1ccoc1)S(=O)(=O)c1ccc2c(c1)CCCC2 the results were SSB-PriA inh -2.
Cc1ccc(C)c(S(=O)(=O)NCC(O)c2ccc(C(F)(F)F)cc2)c1 (stereo not drawn) was read as SSB-PriA inh -4.
`Cc1ccc(C(=O)N/N=C/c2ccc([N+](=O)[O-])o2)cn1` gave SSB-PriA inh inactive.
O=C(Nc1ccc2c(c1)CN(C(=O)c1ccccc1)CC2)c1ccc(Br)o1 was read as SSB-PriA inh -8.
Screening CCOC(=O)CCC(=O)N1CCCC(c2nnc(-c3ccc4c(c3)OCO4)o2)C1 (stereo not drawn) returned SSB-PriA inh -15&-7.
`Cc1cc(C(=O)N2CCC[C@H](Oc3nccnc3N(C)C)C2)no1` gave SSB-PriA inh -8.
For CCOc1ccc(NC(=O)CSc2nnc3scc(-c4ccccc4)n23)cc1 the results were SSB-PriA inh -6.
Screening O=C(NN=Cc1ccc(-c2ccc(S(=O)(=O)Nc3ncccn3)cc2)o1)c1cc2ccccc2cc1O returned SSB-PriA inh -8.
Cc1nc2cc(=O)[nH]n2c(C)c1CCC(=O)O was read as SSB-PriA inh -8.
Screening Cc1noc(C)c1S(=O)(=O)NCC1CCN(Cc2ccco2)CC1 returned SSB-PriA inh -8.
COC(=O)NN=C(C)c1ccc(OC(F)F)cc1OC(F)F was read as SSB-PriA inh 3.
CC(C)=CCC12Oc3cc(O)ccc3C1(O)Oc1cc(O)c([C@H]3C=C(C)CC(c4ccc(O)cc4O)[C@H]3C(=O)c3ccc(O)cc3O)c(O)c1C2=O (stereo partly drawn) was read as SSB-PriA inh 17.
For O=C(N/C(=C/c1ccc(Cl)cc1)P(=O)(c1ccccc1)c1ccccc1)c1ccccc1 the results were SSB-PriA inh 7.
`Cc1ccsc1C=NNC(=O)Cn1cnc2ccccc21` gave SSB-PriA inh 6.
CCOC(=O)Cc1csc(NC(=O)CSc2ncc(-c3ccccc3)n2C)n1 was read as SSB-PriA inh -4.
For O=C(Nc1ccccc1-c1csc(-c2ccccc2F)n1)c1cccc(-n2cccn2)c1 the results were SSB-PriA inh -2.
`COC(=O)c1scc(-c2ccccc2)c1S(=O)(=O)N1CCN(c2cc(Cl)ccc2C)CC1` gave SSB-PriA inh -26.
Screening Cc1ccc(C(=O)NCCn2cc(SCC(=O)N3CCc4ccccc43)c3ccccc32)cc1 returned SSB-PriA inh 8.
For COc1ccc(C(=O)Oc2ccc(C=NNC(=O)c3cccnc3)cc2OC)cc1 the results were SSB-PriA inh -3.
`CCc1cccc2sc(N3CCN(C(=O)C4CCCN(S(C)(=O)=O)C4)CC3)nc12` (stereo not drawn) gave SSB-PriA inh -5.
For CCOC(=O)c1ccc(NC(=O)CSc2nnc(Cc3ccc(OC)cc3)n2N)cc1 the results were SSB-PriA inh 6.
For NC(=O)c1nc(-c2ccc([N+](=O)[O-])cc2)nc2c1[nH]c(=O)n2-c1cccc(Cl)c1 the results were SSB-PriA inh 8.
Screening CN1C(=O)CC[C@@H]1CN1CCC(O)CC1 returned SSB-PriA inh -7.
CCOCC(=O)NC[C@H](Cc1cccc(F)c1)N1CCCCC1=O was read as SSB-PriA inh -10.
Screening CCOc1cc(C2C(=C(O)c3ccc(OC(C)C)cc3)C(=O)C(=O)N2CCCOC)ccc1O (stereo not drawn) returned SSB-PriA inh -13.
For Cc1ccc(CN2CCN(N=Cc3ccc(O)c(O)c3)CC2)cc1 the results were SSB-PriA inh 12.
`O=C(NCCn1nc(-n2cncn2)ccc1=O)c1ccc(S(=O)(=O)N2CCCC2)cc1` gave SSB-PriA inh -19.
`CCOc1cccc2sc(N(CCn3nc(C)cc3C)C(=O)c3cccs3)nc12` gave SSB-PriA inh -5.
For O=C(NCC1(c2cccs2)CC1)C1CC=CCC1 (stereo not drawn) the results were SSB-PriA inh -3.
CC(C)CS(=O)(=O)C1CN(S(=O)(=O)Cc2cccc(F)c2)C1 was read as SSB-PriA inh -8.
Cn1c(=NN=Cc2ccc(N3CCOCC3)cc2)sc2ccccc21 was read as SSB-PriA inh -1.
Cc1cn2c(=O)c(C(=O)Nc3ccc(Br)cc3F)cnc2s1 was read as SSB-PriA inh -17.
For O=C1/C(=C/c2ccc([N+](=O)[O-])cc2)SC(=S)N1CCS(=O)(=O)O the results were SSB-PriA inh -5.
For CC(=O)Nc1c([N+](=O)[O-])cc(N(C(C)=O)S(=O)(=O)c2ccccc2)c2ccccc12 the results were SSB-PriA inh 4.
`Cc1cc(C)cc(NC(=O)Cn2nc(C(C)C)c3cnn(-c4ccc(C)c(C)c4)c3c2=O)c1` gave SSB-PriA inh -5.
Screening Cc1[nH]c(=O)[nH]c(=O)c1C=NNC(=O)[C@H](C)NC(=O)OC(C)(C)C returned SSB-PriA inh -2.
COc1ccc(-c2c(C(F)(F)F)oc3cc(OCC#N)ccc3c2=O)cc1OC was read as SSB-PriA inh -2.
CC(=O)N1CCc2c(sc(NC(=O)c3ccccc3S(C)(=O)=O)c2C#N)C1 was read as SSB-PriA inh 14.
`COc1cc(=O)n(-c2ccc(C)cc2)nc1C(=O)NCC(C)C` gave SSB-PriA inh 16.
Screening CCOc1ccc(S(=O)(=O)N2CCN(c3ccc(-c4ccco4)nn3)CC2)cc1 returned SSB-PriA inh -6.
For C=CCn1c(=O)c2ccc(C(=O)NCc3ccccc3)cc2n(CC(=O)Nc2ccc(F)cc2F)c1=O the results were SSB-PriA inh 1.
`Cc1cc(C(=O)N(CCCN(C)C)c2nc3c(C)cccc3s2)on1` gave SSB-PriA inh 9.
`CSc1cccc(NC(=O)C(=O)NCC2CCN(c3cnccn3)CC2)c1` gave SSB-PriA inh 2.
`COc1cc(C)c(C)cc1S(=O)(=O)N1CCN(c2ccc(-c3cccs3)nn2)CC1` gave SSB-PriA inh -9.
`COc1ccc(C(O)=C2C(=O)C(=O)N(c3cc(C)on3)C2c2cccc(OC)c2OC)cc1C` (stereo not drawn) gave SSB-PriA inh -5.
For C[C@H](Oc1ccccc1)C(=O)NCCn1ccnc1-c1ncccn1 the results were SSB-PriA inh 93*.
Screening c1ccc(OCCNCC2CCCO2)cc1 (stereo not drawn) returned SSB-PriA inh -7.
Cc1ccccc1CSCC(=O)NN=Cc1cccs1 was read as SSB-PriA inh -13.
Cc1ccc(S(=O)(=O)Nc2ccccc2C(=O)Nc2ccc(-c3ccc(NC(=O)c4ccccc4NS(=O)(=O)c4ccc(C)cc4)c(C)c3)cc2C)cc1 was read as SSB-PriA inh -7.
Screening CCOc1ccc2ncc(C#N)c(Nc3ccc(C(C)C)cc3)c2c1 returned SSB-PriA inh -56.
O=C(Nc1nc(-c2cc(Cl)ccc2Cl)cs1)c1c(F)cccc1F was read as SSB-PriA inh -15.
`CCOC(=O)c1ccc(S(=O)(=O)Nc2ccc(-c3ccc(S(=O)(=O)CC)nn3)cc2)cc1` gave SSB-PriA inh 14&2.
O=C1C[C@@]2(CCN(S(=O)(=O)c3cccnc3)C2)Oc2ccccc21 was read as SSB-PriA inh -11.

For convenience, 4 of the compounds above:
CCOCC(=O)NC[C@H](Cc1cccc(F)c1)N1CCCCC1=O was read as SSB-PriA inh -10.
Screening CCOc1cc(C2C(=C(O)c3ccc(OC(C)C)cc3)C(=O)C(=O)N2CCCOC)ccc1O (stereo not drawn) returned SSB-PriA inh -13.
For Cc1ccc(CN2CCN(N=Cc3ccc(O)c(O)c3)CC2)cc1 the results were SSB-PriA inh 12.
`O=C(NCCn1nc(-n2cncn2)ccc1=O)c1ccc(S(=O)(=O)N2CCCC2)cc1` gave SSB-PriA inh -19.

Later entries.
Screening CCOC(=O)c1c(-c2ccc(C)c(C)c2)csc1NC(=O)CSc1nc2[nH]ncc2c(=O)n1-c1ccccc1 returned SSB-PriA inh -16.
Cc1cccc(NC(=O)c2cc(=O)[nH]cn2)n1 was read as SSB-PriA inh 0.
`Cc1ccc(C(=O)Nc2ccc(Br)cn2)cc1[N+](=O)[O-]` gave SSB-PriA inh -9.
For CCOC(=O)c1ccc(NC(=O)C(=O)c2c[nH]c3ccccc23)cc1 the results were SSB-PriA inh 4.
O=S(=O)(Cc1ccc(Cl)cc1)c1nc2ccccc2nc1N1CCN(c2ccccc2F)CC1 was read as SSB-PriA inh -23&-17.
`Cc1c(NC(=O)CSc2ncnc3sc4c(c23)CC[C@H](C)C4)c(=O)n(-c2ccccc2)n1C` gave SSB-PriA inh -11.
`COc1ccc(NC(=O)C(C)Cn2nc(C)nc2C)cc1` (stereo not drawn) gave SSB-PriA inh -16.
For CC(=O)N1CCN(c2c(C)cnc3c2c(=O)n(CC(=O)Nc2cccc(F)c2)c(=O)n3C)CC1 the results were SSB-PriA inh -6.
Screening COc1ccc(C2C(=C(O)c3ccc4c(c3)CC(C)O4)C(=O)C(=O)N2CCCN2CCOCC2)cc1 (stereo not drawn) returned SSB-PriA inh 0.
`CN(C)[C@@H](CNC(=O)c1cc(-c2ccccc2)on1)c1ccc2c(c1)CCO2` gave SSB-PriA inh -5.
For COc1ccc(C(=NCS(=O)(=O)c2ccc(C)cc2)n2c(=S)nc(-c3ccc(OC)cc3)n(CS(=O)(=O)c3ccc(C)cc3)c2=S)cc1 the results were SSB-PriA inh -6.
Screening CCOc1ccc(CC(=O)NCC2CCN(CCOC)CC2)cc1 returned SSB-PriA inh -6&-2.
Cc1ccc(CN(CC(=O)NN=Cc2ccccc2[N+](=O)[O-])S(=O)(=O)c2ccc(C)cc2)cc1 was read as SSB-PriA inh 25.
Screening O=C(Cc1cccc2ccccc12)NCCN1CCN(c2ccccc2F)CC1 returned SSB-PriA inh -11&-10.
`O=C(NCCn1nc(-c2cccnc2)n(C2CC2)c1=O)Nc1ccccc1Cl` gave SSB-PriA inh 1.
`O=C(CCSc1ccc(F)cc1)Nc1cccc(-c2nc3ccccc3[nH]2)c1` gave SSB-PriA inh 0.
Screening NC(=O)C1CCN(S(=O)(=O)CCCOc2ccc(F)cc2)CC1 returned SSB-PriA inh 120.
O=C(O)c1ccc2[nH]c(=S)[nH]c2c1 was read as SSB-PriA inh -17.
Screening Cc1ccc(-c2nc(C#N)c(N3CCCCCC3)o2)cc1 returned SSB-PriA inh 99*.
Cc1nnc2ccc(N3CCN(C(=O)NCc4ccccc4)CC3)nn12 was read as SSB-PriA inh 9.
For Cc1ccnc(NS(=O)(=O)c2ccc(NC(=O)c3nc4ccccc4s3)cc2)n1 the results were SSB-PriA inh 15.
`CSC(=NS(=O)(=O)c1ccc(C)cc1)c1ccccc1` gave SSB-PriA inh 13.
Screening O=C(CCCn1c(=O)[nH]c2ccsc2c1=O)N1CCN(c2cccc(C(F)(F)F)c2)CC1 returned SSB-PriA inh -19&-3.
Screening CC(=O)N1CCN(S(=O)(=O)CCCOc2cccc3c2OC(C)(C)C3)CC1 returned SSB-PriA inh -6.
`CC(C)(Oc1ccc(Cl)cc1)C(=O)N(Cc1ccsc1)Cc1ccco1` gave SSB-PriA inh -20.

Of the compounds above, 10 contain an aryl methoxy group:
COc1ccc(NC(=O)CSc2oc(-c3ccco3)nc2S(=O)(=O)c2ccc(F)cc2)c(OC)c1 was read as SSB-PriA inh -14.
For COc1ccc(C(=O)Oc2ccc(C=NNC(=O)c3cccnc3)cc2OC)cc1 the results were SSB-PriA inh -3.
For CCOC(=O)c1ccc(NC(=O)CSc2nnc(Cc3ccc(OC)cc3)n2N)cc1 the results were SSB-PriA inh 6.
COc1ccc(-c2c(C(F)(F)F)oc3cc(OCC#N)ccc3c2=O)cc1OC was read as SSB-PriA inh -2.
`COc1cc(=O)n(-c2ccc(C)cc2)nc1C(=O)NCC(C)C` gave SSB-PriA inh 16.
`COc1cc(C)c(C)cc1S(=O)(=O)N1CCN(c2ccc(-c3cccs3)nn2)CC1` gave SSB-PriA inh -9.
`COc1ccc(C(O)=C2C(=O)C(=O)N(c3cc(C)on3)C2c2cccc(OC)c2OC)cc1C` (stereo not drawn) gave SSB-PriA inh -5.
`COc1ccc(NC(=O)C(C)Cn2nc(C)nc2C)cc1` (stereo not drawn) gave SSB-PriA inh -16.
Screening COc1ccc(C2C(=C(O)c3ccc4c(c3)CC(C)O4)C(=O)C(=O)N2CCCN2CCOCC2)cc1 (stereo not drawn) returned SSB-PriA inh 0.
For COc1ccc(C(=NCS(=O)(=O)c2ccc(C)cc2)n2c(=S)nc(-c3ccc(OC)cc3)n(CS(=O)(=O)c3ccc(C)cc3)c2=S)cc1 the results were SSB-PriA inh -6.
